Screening data: PubChem BioAssay, several laboratories
ANO1 block – TMEM16A chloride channel inhibitors, primary screen, cell-based, HTS | normalized B-score (activity score, 25-100; higher = stronger inhibition) at 10 µM | hit rate 1.2% among 310,000 | Anoctamin-1 (Mus musculus), Q8BHY3 | HEK293 TMEM16A/YFP iodide influx fluorescence, ionomycin;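 active = ratio plate-corrected score three or more library SD toward inhibition, starting fluorescence score within five deviations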;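 note: score derived from kinetic fluorescence span divided by baseline fluorescence per well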
TRPC6 act – mouse TRPC6 channel activators, primary screen, cell-based, HEK293, membrane potential dye; Short transient receptor potential channel 6 (Mus musculus), Q61143; HEK293-TRPC6 membrane potential dye fluorescence; stronger effect = higher value; B-score at 10 µM; hit rate 0.13% among 310,000; AID 2550, 2010;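 active = B-score of the integrated fluorescence ratio above library mean plus 3 SD, and starting fluorescence ratio within library mean plus 5 SD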;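 note: higher score means more depolarization so channel activation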
MrgX1 agonist – agonists of human MrgX1 receptor, primary screen, HEK293 cells, Fluo-4 calcium flux; hit rate 0.44% among 310,000; B-score at 10 µM; Mas-related G-protein coupled receptor member X1 (Homo sapiens), Q96LB2; Fluo-4 calcium fluorescence, agonist mode; stronger effect = higher value;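 active = calcium response B-score plate-corrected fluorescence ratio at least 3 library SD, with starting fluorescence B-score inside 5 SD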
Target sequence (Q96LB2 whole entry, looked up): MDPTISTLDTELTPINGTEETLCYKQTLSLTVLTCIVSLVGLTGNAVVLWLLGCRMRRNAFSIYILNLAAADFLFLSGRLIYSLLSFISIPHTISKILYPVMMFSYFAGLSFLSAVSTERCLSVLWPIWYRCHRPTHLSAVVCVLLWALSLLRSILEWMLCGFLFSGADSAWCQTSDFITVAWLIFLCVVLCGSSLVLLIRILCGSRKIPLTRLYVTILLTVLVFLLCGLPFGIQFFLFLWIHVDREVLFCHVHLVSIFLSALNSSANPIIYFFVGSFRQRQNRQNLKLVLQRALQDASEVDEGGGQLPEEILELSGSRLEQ
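Material: HEK293 cells stably expressing human MrgX1 receptor | Quantity: 15,000 cells per well | Times: Cells plated overnight, dye loaded 0.5 h 37 °C, 0.5 h room temperature | Measured by: Kinetic Fluo-4 NW fluorescence of intracellular calcium | Control set: Positive and negative controls per plate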
MrgX1 PAM – positive allosteric modulators of MrgX1, primary screen, HEK293 cells, Fluo-4 calcium flux; Mas-related G-protein coupled receptor member X1 (Homo sapiens), Q96LB2; FDSS; stronger effect = higher value; B-score at 10 µM; hit rate 0.63% among 310,000; AID 588675, 2011;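 active = plate-corrected calcium response at least 3 library SD above typical, normal starting fluorescence, not activating the receptor alone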;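 note: compound read alongside a low EC10 to EC30 dose of BAM8-22 agonist; peak minus trough fluorescence over baseline measured at the second addition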
MrgX1 antag – antagonists of human MrgX1 receptor, primary screen, HEK293 cells, Fluo-4 calcium flux; Mas-related G-protein coupled receptor member X1 (Homo sapiens), Q96LB2; BAM8-22 antagonism; stronger effect = lower value; B-score at 10 µM; hit rate 1.3% among 310,000;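 active = calcium-response B-score plate-corrected more than 3 library SD below zero, starting fluorescence within 5 deviations, no agonist response on first addition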;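 note: peak minus trough fluorescence over baseline after final BAM8-22 challenge near maximal dose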
TRPC4 act – activators of mouse TRPC4 channel, primary screen, Fluo4 calcium, HEK293 TRPC4beta/mu-opioid cells. Short transient receptor potential channel 4 (Mus musculus), Q9QUQ5. Fluo4 calcium fluorescence; stronger effect = higher value. B-score at 10 µM. hit rate 0.49% among 310,000. AID 2237, 2010;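 active = B-score above 5 SD of library B-scores, and initial fluorescence ratio not above library mean plus 5 SD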;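 note: positive B-score marks a calcium rise read as TRPC4 activation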
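System: HEK293 cells stably co-expressing mouse TRPC4beta and mu-opioid receptor; Schedule: Fluo4 dye loading 45 min at room temperature, 110 s recording; Detection: Fluo4 fluorescence, kinetic; Evaluation: B-scored integrated calcium fluorescence ratio; Controls: buffer (low) and maximal DAMGO (high).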
ANO1 activ – TMEM16A chloride channel activators or potentiators, primary screen, cell-based, HTS; AID 623877, 2012; hit rate 0.3% among 340,000; HEK293 TMEM16A/YFP-H148Q/I152L, iodide quench fluorescence; stronger effect = lower value; B-score at 10 µM;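 active = fluorescence-ratio B-score plate-corrected deviation score at least 3 library SD below zero, with starting fluorescence score within 5 deviations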;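 note: channel opened by trigger with iodide after compound preincubation; score built on the fluorescence ratio of max minus min over baseline; more negative score means more quench and so TMEM16A activation or potentiation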
TRPC4 inh – inhibitors of mouse TRPC4 channel, primary screen, Fluo4 calcium, HEK293 TRPC4beta/mu-opioid cells. Short transient receptor potential channel 4 (Mus musculus), Q9QUQ5. DAMGO-evoked Fluo4 calcium flux; stronger effect = lower value. B-score at 10 µM. hit rate 0.39% among 300,000;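 active = B-score over 3 SD under the library average, no early fluorescence shift, positive overall ratio signal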
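Assay system: Stable TRPC4beta/mu-opioid receptor HEK293 cells | Reagent: DAMGO in two steps, submaximal then maximal | Compound dosing: Single concentration per test compound | Signal: Fluo4 Ca2+ flux fluorescence | Evaluation: Per-well B score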
TRPC4 potent – positive allosteric modulators of TRPC4, primary screen, cell-based, mouse TRPC4beta, HEK293 mu-opioid, Fluo-4 calcium; DAMGO EC20, Fluo-4 Ca2+ flux; stronger effect = higher value; B-score at 10 µM; AID 2227, 2009; Short transient receptor potential channel 4 (Mus musculus), Q9QUQ5; hit rate 0.42% among 310,000;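 active = B-score of calcium response area above 5 SD of library B-scores, with initial fluorescence ratio within 5 SD of library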;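 note: B-score of integrated fluorescence ratio over time as area under calcium response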
TRPC6 inhibitor – mouse TRPC6 channel inhibitors, primary screen, cell-based, HEK293, membrane potential dye | hit rate 1.1% among 310,000 | ACh-evoked depolarization; stronger effect = lower value | B-score at 10 µM | Short transient receptor potential channel 6 (Mus musculus), Q61143;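 active = B-score under library mean minus 3 SD, initial fluorescence not abnormally high, positive integrated signal ratio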;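 note: B-score derived from integrated fluorescence ratio over the kinetic read; more negative B-score means stronger inhibition of depolarization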
SKKanGAS inh – S. pyogenes SKKanGAS growth inhibitors in kanamycin, primary screen, streptokinase expression inhibitor project, SKKanGAS strain, BacTiter-Glo luminescence; 6 h; inhibition, % at 7.5 µM; hit rate 1.3% among 300,000; AID 1662, 2009;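 active = mean replicate score, as percent of positive control median, at least 50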;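 note: strain carries kanamycin resistance gene driven by streptokinase promoter and grows in 40 µg/ml kanamycin; loss of luminescence reflects streptokinase promoter inhibition or plain growth inhibition; 0% = median of DMSO wells and 100% = positive control at its reference dose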
* = called active by the depositor; i = inactive; x = no result given.

Molecule,ANO1 block,TRPC6 act,MrgX1 agonist,MrgX1 PAM,MrgX1 antag,TRPC4 act,ANO1 activ,TRPC4 inh,TRPC4 potent,TRPC6 inhibitor,SKKanGAS inh
CC1CN/C(=C\C(=O)c2ccccc2)C(=O)N1 (stereo not given),i,i,i,i,i,i,i,i,i,i,1
CCOC(=O)Cc1csc(NS(=O)(=O)c2ccc([N+](=O)[O-])cc2)n1,i,i,i,i,i,i,i,i,i,i,11
COC(=O)c1ccc(NC(=S)N2CCCC2)cc1,i,i,i,i,i,i,i,i,i,i,-6
CCCOc1ccccc1C(=O)NC(CO)C(=O)O (stereo not given),i,i,i,i,i,i,i,i,i,i,-5
O=C(NCCCO)c1cc2c(cn1)[nH]c1ccccc12,i,i,i,i,i,i,i,i,i,i,-1
COc1ccc(N(C(=O)c2snc(C(N)=O)c2N)C(C(=O)NC2CCCCC2)c2ccc(C)o2)c(OC)c1 (stereo not given),i,i,i,i,i,i,i,i,i,i,-19
Cn1cnnc1SCC(=O)Nc1ccccc1C(=O)NC1CC1,i,i,i,i,i,i,i,i,i,i,-3
CCOc1ccccc1NC(=O)c1c(Br)cnn1C,i,i,i,i,i,i,i,i,i,i,-15
Cc1cccc(N(C(=O)CCC(=O)Nc2ccccn2)C(C(=O)NC(C)C)c2ccc(F)cc2)c1 (stereo not given),i,i,i,i,i,i,i,i,i,i,8
O=C(CCSCc1ccc(Cl)cc1)NC1CCCC1,i,i,i,i,i,i,i,i,i,i,5
CC(C)(CN1CCCCC1)NS(=O)(=O)c1ccc(Cl)cc1,i,i,i,i,i,i,i,i,i,i,-3
COCCN(C(=O)c1cccc(OC)c1)c1nnc(-c2ccncc2)s1,i,i,i,i,i,i,i,i,i,i,-4
CC(=O)C1=C(Nc2ccc(C)cc2)CC(C)(O)C(C(C)=O)C1c1ccco1 (stereo not given),i,i,i,i,i,i,i,i,i,i,4
Cc1ccccc1CC(=O)NCCN1CCOCC1,i,i,i,i,i,i,i,i,i,i,2
Cc1cccc(CC2CC(=O)N(CCc3ccc4c(c3)OCO4)C2=O)c1 (stereo not given),i,i,i,i,i,i,i,i,i,i,1
CC(=O)Nc1ccc(NC(=O)c2ccccc2S(=O)(=O)c2ccc([N+](=O)[O-])cc2)cc1,i,i,i,i,i,i,i,i,i,i,2
COc1ccc(-c2ccnc3nc(-n4cccc4)nn23)cc1,i,i,i,i,i,i,i,i,i,i,2
COc1ccc(S(=O)(=O)N/N=C(/C)c2ccncc2)cc1OC,i,i,i,i,i,i,i,i,i,i,0
CC(C)NC(=O)CC(=O)NN=C1CCCCC1,i,i,i,i,i,i,i,i,i,i,2
O=C(N1CCOCC1)N(CCN1CCOCC1)Cc1cccc(Cl)c1,i,i,i,i,i,i,i,i,i,i,-8
COc1ccc(NC(=O)COc2ccccc2)cc1NC(=O)c1ccco1,i,i,i,i,i,i,i,i,i,i,-6
CC1(C)CC2(CC(c3cccs3)c3cc(Cl)c(O)cc3O2)NC(=S)N1 (stereo not given),i,i,i,i,i,i,i,i,i,i,14
CCOc1ccc(NC(=O)CCn2c(=S)oc3ccccc32)cc1,i,i,i,i,i,i,i,i,i,i,-2
NC(=O)CC(NC(=O)Cc1ccc(Br)cc1)c1ccc(NC2CCCCCC2)c([N+](=O)[O-])c1 (stereo not given),i,i,i,i,i,i,i,i,i,i,18
COc1ccccc1C(=O)C1CCCN(C(=O)c2cnn(C(C)C)c2)C1 (stereo not given),i,i,i,i,i,i,i,i,i,i,-2
CCc1nnc(NC(=O)[C@@H](NC(=O)c2cccc(C)c2)C(C)C)s1,i,i,i,i,i,i,i,i,i,i,-8
CCNc1nc(SCCOc2ccc(C)cc2)nc(N(C)C)n1,i,i,i,i,i,i,i,i,i,i,2
CC(C)c1ccc(O)c(NC(=S)NC(=O)c2cccnc2)c1,i,i,i,i,i,i,i,i,i,i,-10
Cc1cc(C)n(C(=O)c2cccc([N+](=O)[O-])c2C)n1,i,i,i,i,i,i,i,i,i,i,0
Nn1c(SCC(=O)Nc2ccc(S(N)(=O)=O)cc2)nnc1C(F)(F)F,i,i,i,i,i,i,i,i,i,i,-5
Cc1ccc(C(=O)NCCSc2c(C)[nH]c3ccccc23)cc1[N+](=O)[O-],i,i,i,i,i,i,i,i,i,i,0
Cc1ccc(/C=C2\SC(=S)N(CCCC(=O)Nc3cc(C)on3)C2=O)cc1,i,i,i,i,i,i,i,i,i,i,1
Cc1ccnc(NC(=O)CCC(=O)N(CC(=O)NC2CCCCC2)c2cccc(C)c2C)c1,i,i,i,i,i,i,i,i,i,i,6
Cc1csc2ncc(C(=O)N3c4ccccc4CC3C)c(=O)n12 (stereo not given),i,i,i,i,i,i,i,i,i,i,-2
Cc1cccc(OC(C)C(=O)N(Cc2cccs2)C2CCS(=O)(=O)C2)c1C (stereo not given),i,i,i,i,i,i,i,i,i,i,6
O=C(N/N=C/c1ccc(Cl)cc1Cl)c1n[nH]c2c1CCCC2,i,i,i,i,i,i,i,i,i,i,-5
O=C(O)CNS(=O)(=O)c1cccc2nsnc12,i,i,i,i,i,i,i,i,i,i,-13
O=C1CCN(Cc2ccccc2)C(=O)N1c1ccccc1,i,i,i,i,i,i,i,i,i,i,-1
Cc1cccc(/C=N\N=C\c2cccc(C)c2)c1,i,i,i,i,i,i,i,i,i,i,0
CCCCCCNC(=O)N[C@H](C(=O)NCCC[C@H]1CN2C(=NC[C@H]2C)N1CCC(c1ccccc1)c1ccccc1)C(C)O (stereo not given in full),i,x,i,i,i,x,i,x,x,x,x
CN(C)c1ccc(/C=N/NC(=O)c2ccc(CN3CCOCC3)cc2)cc1Br,i,i,i,i,i,i,i,i,i,i,4
S=C(c1ccccc1)N1CCN(C(=S)c2ccccc2)CC1,i,i,i,i,i,i,i,i,i,i,-2
Cc1ccc(N(C(=O)C2CCCO2)C2C=CS(=O)(=O)C2)cc1Cl (stereo not given),i,i,i,i,i,i,i,i,i,i,-2
COc1ccc(-c2nnc(SCC(=O)NCc3cccs3)n2C(C)C)cc1,i,i,i,i,i,i,i,i,i,i,-7
CN(Cc1ccccc1)C(=O)COC(=O)c1ccccc1NS(=O)(=O)c1cccc(N)c1,i,i,i,i,i,i,i,i,i,i,17
COc1cc(NC(=O)c2ccc(-c3ccc(Br)cc3)o2)ccc1NC(=O)C(C)C,i,i,i,i,i,i,i,i,i,i,17
O=C(CC1=NCCNC(c2ccccc2)C1)c1ccccc1O (stereo not given),i,i,i,i,i,i,i,i,10*,i,2
Cc1nc2ccccn2c1/C(O)=C1\C(=O)C(=O)N(CCN(C)C)C1c1ccco1 (stereo not given),i,i,i,i,i,i,i,i,i,i,9
Cc1ccnc2nc(C(=O)OCC(=O)Nc3ccccc3C(C)(C)C)nn12,i,i,i,i,i,i,i,i,i,i,x
Cc1cccc(NS(=O)(=O)c2cccc(C(=O)N3CCN(c4ccccn4)CC3)c2)c1,i,i,i,i,i,i,i,i,i,-10*,-3

Additional compounds
Molecule,ANO1 block,TRPC6 act,MrgX1 agonist,MrgX1 PAM,MrgX1 antag,TRPC4 act,ANO1 activ,TRPC4 inh,TRPC4 potent,TRPC6 inhibitor,SKKanGAS inh
COc1ccccc1-c1nnc(SCC(=O)Nc2ccc(S(N)(=O)=O)cc2)n1C,i,i,i,i,i,i,i,i,i,i,0
CN(CCCC(=O)NCCc1ccccc1)S(=O)(=O)c1ccc([N+](=O)[O-])cc1,i,i,i,i,i,i,i,i,i,i,-2
FC(F)(F)c1ccc(CSc2nccn2-c2ccccc2)cc1,i,i,i,i,i,i,i,i,i,i,-15
CCC1Sc2ccc(S(=O)(=O)CCC(=O)Nc3ccc(NC(C)=O)cc3)cc2NC1=O (stereo not given),i,i,i,i,i,i,i,i,i,i,14
O=C(Oc1ccccc1)c1c(Cl)cccc1P(=O)(O)O,i,i,i,i,i,i,i,i,i,i,2
COc1ccc(C(CC(=O)NCCCN2CCOCC2)NS(=O)(=O)c2ccc(C)cc2)cc1 (stereo not given),i,i,i,i,i,i,i,i,i,i,-6
Cc1ccc(NC(=O)CCNC(=O)Cn2ccc3ccccc3c2=O)cc1F,i,i,i,i,i,i,i,i,i,i,3
CCNC(=O)COc1cccc(C(=O)NCc2ccccc2)c1,i,i,i,i,i,i,i,i,i,i,-5
COCC1CCCCN1C(=O)c1ccc(OC2CCN(Cc3ccccn3)CC2)cc1 (stereo not given),i,i,i,i,i,i,i,i,i,i,49
O=c1[nH]c(SCc2cccc(F)c2)nc2c1CCCC2,i,i,i,i,i,i,i,i,i,i,1
Cc1nc2scc(-c3ccccc3)c2c(=O)o1,i,i,i,i,i,i,i,i,i,i,-2
Cc1ccc(S(=O)(=O)C(CCC(=O)N2CCOCC2)S(=O)(=O)c2ccc(C)cc2)cc1,i,i,i,i,i,i,i,i,i,i,8
COc1ccccc1OCc1nnc(SCCN2CCOCC2)o1,i,i,i,i,i,i,i,i,i,i,-6
O=C(COc1ccccc1/C=C\c1[nH]c(=O)[nH]c(=O)c1[N+](=O)[O-])Nc1ccccc1,i,i,i,i,i,i,i,i,i,i,6
COc1ccccc1-c1nc(C#N)c(N2CCc3ccccc3C2)o1,100*,i,i,i,i,i,i,i,i,i,-5
